Screening data as filed in PubChem BioAssay.
Rpn11 inh: Rpn11 (human) deubiquitinase inhibition. O00487. human 26S proteasome, Ub4-pepOG fluorescence polarization; 20S core pre-blocked with epoxomicin. calls only at 20 µM. actives 0.59% (n = 360,000). AID 588493;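 active = inhibition at 20 µM, scaled to each plate's controls, above about 33%, limit read from the data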
LMPTP block: LMPTP (human) inhibition | P24666 | recombinant LMPTP-A, OMFP fluorogenic substrate, fluorescence intensity | actives 0.22% (n = 360,000) | inhibition, % at 20 µM;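 active = compounds that cut the enzyme signal by at least half of the control window in the single-dose screen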;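 also: plate controls were DMSO wells with enzyme plus substrate for no effect and substrate without enzyme for full effect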
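Test system: LMPTP-A phosphatase enzyme; input: 0.625 nM LMPTP-A final; reagent: OMFP substrate, 400 µM final; compound dosing: 20 µM single dose, 3% DMSO; incubation: 50 min dark incubation at room temperature; measured by: endpoint fluorescence intensity from OMFP dephosphorylation; measure: % inhibition relative to no-enzyme and uninhibited control wells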
MsrA inh: inhibits bovine methionine sulfoxide reductase A; purified bovine MsrA, absorbance read-out; inhibition, % at 15.5 µM; actives 0.75% (n = 360,000); in the data active = inhibition above about 4.5%;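 also: 0% = vehicle wells with enzyme and 100% = reference inhibitor wells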
Scp1 inh: inhibitors of human Scp-1 phosphatase | Q9GZU7 | Recombinant Scp1, phosphopeptide, malachite green phosphate absorbance | inhibition, % at 20 µM | actives 0.88% (n = 340,000) | AID 493091;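 active = inhibition above about 50% at 20 µM, limit read from the data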;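 also: plate controls were DMSO wells with enzyme for no effect and wells lacking enzyme for full effect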
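System: truncated SCP-1 phosphatase (76-261aa); medium: Tris acetate buffer pH 5.5 with MgCl2 and Tween-20; incubation: 45 min room-temperature reaction, 5 min colour, 30 min stabiliser; compound: single 20 µM dose, 1% DMSO; reagent: Phosphorylated 17-residue peptide substrate; read-out: % inhibition at 20 µM; technique: colorimetric free-phosphate detection, absorbance 630 nm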
DNMT1 block: DNMT1 (human) enzyme inhibition; P26358; DNMT1 molecular beacon, Hinp1I cleavage, fluorescence; inhibition (reported as % activation of signal), % at 10 µM; actives 0.83% (n = 360,000); AID 588458; in the data active = inhibition above about 50%
TbMetRS inhib: blocks T. brucei methionyl-tRNA synthetase activity. purified T. brucei MetRS, ATP depletion, Kinase-Glo luminescence. inhibition, % at 11.9 µM. actives 0.4% (n = 360,000). AID 624268;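 active = inhibition above a per-plate cutoff of the control wells' mean inhibition plus 3 SD, cut at about 5.5% in these data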;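 also: 0% = DMSO wells median and 100% = median of wells with control inhibitor compound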
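Material – parasite MetRS enzyme · Medium – HEPES-MgCl2-KCl buffer plus DTT, spermine, BSA, pyrophosphatase · Reagent – ATP, methionine and E. coli bulk tRNA substrates · Times – 15 min enzyme-compound preincubation, 2 h reaction, 10 min detection, 25 °C · Measured by – luminescence of leftover ATP · Evaluation – percent inhibition relative to median high and low control wells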
STEP block: STEP (human) phosphatase inhibition. P54829. recombinant STEP, OMFP fluorogenic substrate, fluorescence. inhibition, % at 20 µM. actives 0.25% (n = 360,000);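 active = inhibition at 20 µM, scaled per plate between control wells, above about 37%, limit read from the data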;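 also: 0% = DMSO with enzyme and substrate and 100% = substrate only without enzyme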
Target sequence (P54829 whole entry, looked up): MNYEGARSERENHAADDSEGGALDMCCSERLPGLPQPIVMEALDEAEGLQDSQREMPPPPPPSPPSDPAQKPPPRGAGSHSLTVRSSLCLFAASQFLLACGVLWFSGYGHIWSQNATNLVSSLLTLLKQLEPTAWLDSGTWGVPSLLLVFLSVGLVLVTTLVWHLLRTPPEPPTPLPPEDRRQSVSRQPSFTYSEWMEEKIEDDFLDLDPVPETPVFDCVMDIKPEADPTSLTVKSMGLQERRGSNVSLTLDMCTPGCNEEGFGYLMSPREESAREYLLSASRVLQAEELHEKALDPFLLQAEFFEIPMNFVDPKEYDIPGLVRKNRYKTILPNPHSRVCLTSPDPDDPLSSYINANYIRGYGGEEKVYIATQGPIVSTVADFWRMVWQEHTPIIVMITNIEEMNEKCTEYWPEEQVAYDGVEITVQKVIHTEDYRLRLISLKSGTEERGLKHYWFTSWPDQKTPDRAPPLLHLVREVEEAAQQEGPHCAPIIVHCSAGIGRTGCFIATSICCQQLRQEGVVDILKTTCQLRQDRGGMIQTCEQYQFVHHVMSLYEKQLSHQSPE
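Material: STEP (striatal-enriched tyrosine phosphatase) enzyme, cell-free; Compound dosing: 20 µM single dose in 1% DMSO; Technique: fluorescence read at 480 nm ex / 540 nm em; Times: reaction 20 min, ambient temperature; Medium: 50 mM Bis-Tris pH 6.0 with 2.5 mM DTT and 0.005% Tween 20; Also added: OMFP at 25 µM.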
SUMO1 PPI mod: alters human SUMO1 binding to SIM partners. P63165. actives 0.33% (n = 360,000). SUMO1 binding to a labelled peptide, TR-FRET, 1 h. inhibition, % at 20 µM; in the data active = inhibition above about 37%
Target sequence (P63165 whole entry, looked up): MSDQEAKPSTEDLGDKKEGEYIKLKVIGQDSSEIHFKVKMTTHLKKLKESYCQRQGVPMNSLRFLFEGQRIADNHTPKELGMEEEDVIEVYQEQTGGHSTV
CSN deneddyl inh: blocks human CSN-mediated cullin deneddylation. actives 0.38% (n = 360,000). inhibition, % at 12.5 µM. AID 651999. Q92905. Purified CSN, SCF-Nedd8-OG deneddylation, fluorescence polarization;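 active = pattern-corrected inhibition above about 35%, with an unprinted fluorescence ratio check between 0.5 and 1.5, limit read from the data, passing the limit was not always enough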;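 also: 0% = enzyme with substrate and 100% = substrate without enzyme; some results filed as inactive read as strong as hits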
Target sequence (Q92905 whole entry, looked up, one chain of several): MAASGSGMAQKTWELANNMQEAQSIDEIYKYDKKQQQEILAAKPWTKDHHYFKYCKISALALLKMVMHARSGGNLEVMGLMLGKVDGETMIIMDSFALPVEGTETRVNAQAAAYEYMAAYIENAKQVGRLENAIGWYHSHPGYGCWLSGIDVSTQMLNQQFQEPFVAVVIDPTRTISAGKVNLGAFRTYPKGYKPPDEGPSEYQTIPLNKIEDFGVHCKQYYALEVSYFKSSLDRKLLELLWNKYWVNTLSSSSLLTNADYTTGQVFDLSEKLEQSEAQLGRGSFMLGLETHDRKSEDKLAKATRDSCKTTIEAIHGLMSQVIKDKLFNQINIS
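Test system: Human Csn5 produced in HEK293T cells | Compound: 12.5 µM single point | Times: 90 min, room temperature | Signal: Fluorescence polarization readout | Read-out basis: % inhibition of substrate cleavage by Csn5 | Controls: no-enzyme wells high, enzyme-with-substrate wells low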
NadD block: inhibitors of Staphylococcus aureus NadD | purified NadD enzyme, colorimetric absorbance read-out | inhibition, % at 20 µM | actives 0.78% (n = 360,000) | AID 602399; in the data active = inhibition above about 26%; also: some compounds past the cut are filed as inactive
* hit, by the source's call; i = inactive; · = no result given; + = active, no number.

LMPTP block	STEP block	DNMT1 block	Rpn11 inh	MsrA inh	CSN deneddyl inh	NadD block	SUMO1 PPI mod	Scp1 inh	TbMetRS inhib	Compound
0.5	0	1	i	1.0	2	-9	2	-5	-0.4	CCOc1ccc(NC(=O)c2ccc(NC(=O)C3CCCO3)cc2)cc1 (configuration not stated)
1.6	2	-7	i	0.2	-1	2	5	-4	-0.1	CC1(C)Cc2c(c(N3CCOCC3)nc3sc4c(NCC5CCCO5)nnnc4c23)CS1 (configuration not stated)
3.6	-1	1	i	1.6	-1	0	-13	2	0.0	O=C(NCCN1CCN(c2ccccc2)CC1)c1cccn2c(=O)c3ccccc3nc12
2.8	2	68*	i	0.2	6	-5	1	-8	0.3	CCOc1ccc2oc(C(=O)Nc3nccs3)c(C)c2c1
2.2	3	2	i	0.3	6	-11	8	-19	-0.2	CC(C)Oc1ccc(S(=O)(=O)N2CCOCC2)cc1NC(=O)c1nn(C)c(=O)c2ccccc12
-1.8	-2	2	i	0.7	-2	-7	-1	-1	-0.8	Cc1ccc(S(=O)(=O)CCC(=O)NCc2ccccc2Cl)cc1
-0.8	3	-6	i	0.0	6	18	4	2	-0.8	COCCCn1c(SCC(=O)N2CCc3ccccc32)nnc1-c1ccoc1C
0.7	0	0	i	0.6	2	4	1	-5	0.1	CC1CCc2sc(C(=O)NC3CCCCC3)cc2C1 (configuration not stated)
14	-4	91*	+	1.3	51	37*	6	5	-0.7	Cc1nnc(-c2ccco2)c2cn(-c3cccc(Br)c3)nc12
-1.0	1	1	i	-0.4	0	-1	1	4	-0.4	CCCN(C(=O)c1cc(S(=O)(=O)N2CCCCCC2)ccc1OC)C1CCS(=O)(=O)C1 (configuration not stated)
-2.1	2	0	i	1.6	-2	9	1	3	-0.8	Cc1nnc(NC(=O)c2ccc(S(=O)(=O)N3CC(C)CC(C)C3)cc2)o1 (configuration not stated)
-0.8	-1	1	i	-0.5	3	-8	3	-1	-0.3	Cc1cc(C)n2nc(C(=O)OCC(=O)NNC(=O)c3ccc(Cl)cc3)nc2n1
-1.7	0	0	i	0.7	-2	-3	3	-8	0.5	C/C(Cc1ccccc1)=N\NC(=O)CNC(=O)c1ccccc1O
2.6	2	-3	i	-1.0	-4	-1	-3	-5	-0.2	Cc1ccc(-c2cnn(-c3cccc(C(F)(F)F)c3)c2N)cc1
-0.6	-2	-1	i	-0.2	0	-5	10	-3	-0.3	Cc1cc(=O)nc2c3ccccc3n(CC(=O)NC(C)c3ccc4c(c3)OCCO4)n12 (configuration not stated)
5.5	4	-2	i	0.3	-3	-3	6	-2	-0.4	CCC(C)Nc1c2c(nc3c(-c4ccccc4)c(C)nn13)CCC2 (configuration not stated)
-0.2	0	-3	i	0.8	3	1	5	-5	-0.3	Cc1ccc(NC(=O)CSCC(=O)N2CCOCC2)cc1
0.0	-1	2	i	-1.5	3	-3	-2	4	-1.0	CC(=O)Nc1ccc(C(=O)OCC(=O)/C(C#N)=C(\C)N)cc1
0.2	-3	-2	i	-1.3	4	-9	1	28	-0.7	COc1ccc2c(c1)C(=O)N(Cc1ccccc1)C(=O)C2(C)C
-0.6	-2	2	i	-1.4	3	-3	-1	-3	-0.8	O=C(NNC(=O)c1ccc(S(=O)(=O)N2CCOCC2)cc1)c1ccccc1
0.1	2	4	i	0.6	6	-11	-22	7	-0.2	COc1cc(C(=O)OC2CCOC2=O)c([N+](=O)[O-])cc1OC (configuration not stated)
2.5	1	2	i	1.2	-2	-9	-2	-1	-0.7	CC(C)CCNC(=O)C(=O)Nc1ccc2c(c1)N(S(=O)(=O)c1cccs1)CCC2
-0.5	4	4	i	1.8	5	-1	-6	-2	-0.3	O=C1c2ccccc2C(=O)N1CCc1nc2ccccc2c(=O)n1-c1ccccn1
-1.4	-2	2	i	0.3	-6	1	-6	·	-0.1	COCCNC(=O)C1(C)CCCN(Cc2cc3ccccc3o2)C1 (configuration not stated)
-2.3	-4	-1	i	0.8	1	-4	-17	-10	-0.9	CCN1C(=O)c2cccc3c(S(=O)(=O)NCc4cccnc4)ccc1c23
-0.8	4	1	i	0.3	-3	-2	2	0	-0.5	O=C(O)c1ccc(CS(=O)(=O)c2cccc(C(F)(F)F)c2)o1
2.3	1	-1	i	-0.9	2	0	2	-9	-0.2	CC(C)c1ccc(NC2CCCN(C(=O)c3ccc(N4CCOCC4)cc3)C2)cc1 (configuration not stated)
-0.1	-2	1	i	0.7	4	1	0	-2	-0.4	CCC(=O)c1cn(CC(=O)Nc2c(C)cccc2C)c2ccccc12
1.4	1	4	i	0.7	-1	-3	14	2	-1.4	CCCCCN1CC(O)=C(c2nc3ccccc3[nH]2)C1=N
1.7	4	21	i	0.8	-7	2	10	26	-0.2	O=c1c2ccccc2nc2ccc(NCc3ccco3)nn12
0.0	2	3	i	1.5	1	-1	9	-1	0.3	CC(Sc1nnnn1C1CCCCC1)C(=O)O (configuration not stated)
-2.4	-4	5	i	-0.7	-2	-1	3	-9	-1.3	O=C(CSc1n[nH]c(-c2ccccc2F)n1)NCC(=O)Nc1ccc(F)c(F)c1F
-1.8	-2	4	i	-1.0	0	-5	4	-1	-0.9	COc1ccccc1CNC(=S)NC1CCCC1
-8.7	2	5	i	-0.6	-1	0	-12	0	-1.0	CN(C)CCCNC(=O)CC1C[C@H](C(=O)N2CCCCC2)[C@@]2(CCc3ccccc3)c3[nH]c4ccccc4c3CCN2C1=O (some centres not stated)
0.7	1	-4	i	-0.3	3	-2	-4	-8	-0.9	O=C(/C=C/c1ccccc1)Nc1cccc(C(=O)N2CCCCC2)c1
-0.3	0	-2	i	-0.3	2	3	1	-1	0.7	COc1ccccc1NC(=O)Nc1cccc(C(=O)O)c1
3.1	4	6	i	1.2	-7	22	-6	-8	-0.2	Cc1ccc(-n2c(SCC(=O)N/N=C/c3c(C)nn(-c4ccccc4)c3C)nc3ccccc3c2=O)cc1
-2.5	0	0	i	-0.5	2	-11	-2	-4	-0.7	O=C(CN(Cc1ccc(F)cc1)C(=O)CNS(=O)(=O)c1ccccc1)NCc1ccco1
-1.7	0	6	i	-0.6	0	0	0	-5	0.0	CCCn1ncc([C@@H]2C[C@H]3CN(Cc4cccc(Cl)c4)C(=O)[C@]34CCCN24)c1C
-3.5	-7	-2	i	-0.1	4	-4	-3	-4	-1.2	O=C(c1ccco1)N1CCN(C(c2ccccc2Cl)c2nnnn2CC2CCCO2)CC1 (configuration not stated)
4.3	-2	-9	i	0.5	-2	10	1	-13	-0.4	COc1cc(/C=N/NC(=O)COc2ccc(Cl)cc2)ccc1OS(=O)(=O)c1ccc(C)cc1
0.1	-1	-4	i	0.4	-8	0	17	1	-0.1	Cn1nc(-c2ccccc2)c2cc(C(=O)O)sc21
0.0	-2	0	i	0.1	-1	2	-2	0	-0.5	O=C(CN1CCN(S(=O)(=O)c2ccc(Br)cc2)CC1)Nc1ccc2c(c1)OCCO2
3.3	3	36	i	0.8	11	12	29	-12	0.0	Cc1ccc(-n2nc3ccc(NC(=O)c4ccco4)cc3n2)cc1
2.5	1	-5	i	2.0	4	-3	-5	-6	0.2	COc1ccccc1CN(C)C(=O)c1cc(-c2cccs2)nc2ccccc12
-0.7	2	-2	i	0.2	-1	13	0	-10	-0.4	Cc1c(NC(=O)Nc2ccccc2Cl)sc(=S)n1C
-2.3	1	1	i	-0.4	-6	-3	-1	-4	-0.4	CC(C)c1ccc(/C=C/C(=O)NCCCN2CCOCC2)cc1
3.3	1	-3	i	-0.9	7	-2	2	-19	-1.2	COc1ccc(-n2c(=O)c3c(C)c(C)sc3n(Cc3cccc(F)c3)c2=O)c(OC)c1
-0.9	0	2	i	0.3	-1	-6	2	·	-0.7	COCCN1C(=O)CCC1(C)C(=O)NC(C)(C)C (configuration not stated)
-1.6	-2	0	i	4.2	-1	-5	-2	3	-0.8	CC1(C)Cc2c(sc(/N=C/N3CCOCC3)c2C#N)C(C)(C)N1
-3.0	-1	3	i	-0.4	-4	0	-1	-2	-1.7	CCC(Cc1ccccc1)NC(=O)Cn1ncc2ccsc2c1=O (configuration not stated)
-1.3	-1	0	i	0.2	1	2	-2	0	-0.5	CCOc1cc(N2CCOCC2)c(OCC)cc1NC(=O)c1cnccn1
0.6	2	-4	i	0.1	-19	19	-1	-11	0.3	Cc1ccc(C)c(NC(=O)CSc2nc3c(oc4ccccc43)c(=O)n2-c2ccccc2)c1
-1.0	-6	3	i	-0.8	0	4	6	3	-0.1	COc1ccccc1NS(=O)(=O)c1ccc(C)c(NC(=O)NCCCl)c1
-1.3	-2	0	i	0.4	4	0	0	7	0.5	CCOC(=O)Cc1csc(NC(=O)CSc2nnc3ccccn23)n1
0.9	0	-4	i	-0.5	-5	-7	5	-5	-0.1	COc1ccc(CNC(=O)CN2CCC(NC(=O)c3cccc(OC)c3)CC2)cc1
-0.3	2	-1	i	0.1	-4	4	-25	-6	0.7	COc1cccc2c1-c1c(C(=O)O)cccc1C2=O
5.3	1	-16	i	0.1	6	16	14	·	0.0	CC(C)CC1C(=O)N(Cc2cn(Cc3ccco3)nn2)CCS(=O)(=O)N1Cc1ccc(-c2ccc(Cl)cc2)cc1 (configuration not stated)
1.5	0	4	i	-0.8	-1	-6	0	-4	1.2	COc1ccccc1CC(=O)NCC(c1ccco1)N1CCCCC1 (configuration not stated)
-0.7	0	3	i	0.1	6	9	14	-6	-0.3	CCc1ccc(-c2cc3c(=O)n(CC(=O)N4CCCC4)nc(C)n3n2)cc1
-0.5	1	0	i	2.3	2	4	-5	-1	-0.3	Cc1onc(-c2ccccc2Cl)c1C(=O)NC(=S)NCC(=O)c1ccccc1
